FBW7 act: FBW7 E3 ligase activators, primary screen, biochemical, AlphaScreen, human | F-box/WD repeat-containing protein 7 (Homo sapiens), Q969H0 | AlphaScreen FBW7–phospho-cyclin E peptide binding, activator screen | normalized activity (activation), % at 26.1 µM | actives 0.13% (n = 650,000) | AID 1259310, 2017; in the data active = normalized activity above about 1.9%;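 note: purified mutant Fbw7 with reduced substrate affinity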
TEAD-YAP inh: TEAD-YAP interaction inhibition, primary screen, TEAD-YAP interaction inhibitor project, luminescence, HEK-TIYL cells; inhibition, % at 9.12 µM; TEAD-Gal4/YAP UAS-luciferase luminescence; AID 1259422, 2018; actives 1.4% (n = 640,000); in the data active = inhibition above about 32%;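 note: 0% = median of test compound wells and 100% = reference inhibitor wells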
MITF primary: MITF inhibitors, primary screen, biochemical, AlphaScreen, human; AlphaScreen MITF homodimerization, bead proximity signal; Microphthalmia-associated transcription factor (Homo sapiens), O75030; inhibition, % at 2.6 µM; actives 0.91% (n = 650,000); in the data active = inhibition above about 50%;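 note: 0% = vehicle wells with protein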
Target sequence (O75030 whole entry, looked up): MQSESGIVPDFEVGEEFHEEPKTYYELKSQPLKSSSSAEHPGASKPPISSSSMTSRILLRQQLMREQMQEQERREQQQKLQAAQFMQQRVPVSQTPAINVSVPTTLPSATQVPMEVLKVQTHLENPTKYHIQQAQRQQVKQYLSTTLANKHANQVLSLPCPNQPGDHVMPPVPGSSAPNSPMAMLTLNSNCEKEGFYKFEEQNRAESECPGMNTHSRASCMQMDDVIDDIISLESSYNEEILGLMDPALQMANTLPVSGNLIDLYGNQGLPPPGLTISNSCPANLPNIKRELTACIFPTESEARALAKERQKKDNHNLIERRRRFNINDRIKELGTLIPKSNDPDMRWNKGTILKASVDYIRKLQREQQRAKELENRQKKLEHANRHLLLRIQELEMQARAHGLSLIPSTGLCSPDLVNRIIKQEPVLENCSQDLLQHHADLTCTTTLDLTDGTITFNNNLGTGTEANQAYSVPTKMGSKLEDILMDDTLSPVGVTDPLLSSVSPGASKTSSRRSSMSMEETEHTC
GPR151 ag: activators of human GPR151, primary screen, cell-based, PathHunter beta-arrestin, luminescence | G-protein coupled receptor 151 (Homo sapiens), Q8TDV0 | PathHunter beta-arrestin GPR151 cells | activation, % at 11.2 µM | actives 1% (n = 650,000); in the data active = activation above about 4.9%;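 note: 0% = median of compound wells and 100% = cells with positive control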
Target sequence (Q8TDV0 whole entry, looked up): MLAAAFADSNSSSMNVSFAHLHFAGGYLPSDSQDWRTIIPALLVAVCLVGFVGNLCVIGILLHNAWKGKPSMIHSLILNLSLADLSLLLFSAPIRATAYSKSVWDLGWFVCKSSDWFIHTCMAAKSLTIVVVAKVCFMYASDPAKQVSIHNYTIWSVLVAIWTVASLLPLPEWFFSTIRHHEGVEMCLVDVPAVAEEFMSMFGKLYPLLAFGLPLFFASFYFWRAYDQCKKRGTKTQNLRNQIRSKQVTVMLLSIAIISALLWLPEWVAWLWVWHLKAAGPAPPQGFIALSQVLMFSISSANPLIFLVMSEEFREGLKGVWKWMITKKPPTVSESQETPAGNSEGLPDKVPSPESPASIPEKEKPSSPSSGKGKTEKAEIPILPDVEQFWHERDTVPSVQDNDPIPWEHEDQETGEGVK
* = called active by the depositor.

COCCOC(=O)c1c(C)oc2ccc(OC(=O)c3ccco3)cc12 was read as FBW7 act 0.0, TEAD-YAP inh -14, MITF primary -9 and GPR151 ag -1.1.
`O=C(CCCCN1CCCCC1)c1ccc2c(c1)Cc1ccccc1-2` gave FBW7 act -0.1, TEAD-YAP inh -2, MITF primary -7 and GPR151 ag 0.5.
O=C(Nc1cc(C(=O)N2CCN(c3ccc([N+](=O)[O-])cc3)CC2)ccc1N1CC2CC(C1)c1cccc(=O)n1C2)c1ccncc1 (centres undefined) was read as FBW7 act 0.0, TEAD-YAP inh -6, MITF primary 2 and GPR151 ag 0.4.
Screening COc1cccc(-c2cc3nc4c(c(=O)n3[nH]2)CCCC4)c1 returned FBW7 act -0.1, TEAD-YAP inh 1, MITF primary 3 and GPR151 ag -2.8.
For CN1CCN(C(=O)c2cnn(-c3ccccc3)c2NC(=O)c2ccccc2)CC1 the results were FBW7 act -0.1, TEAD-YAP inh 5, MITF primary -4 and GPR151 ag 1.0.
Screening COc1cc(C(=O)Nc2ccc(Br)cn2)cc(OC)c1OC returned FBW7 act 0.2, TEAD-YAP inh 1, MITF primary 19 and GPR151 ag 0.5.
For Cc1cccc(C)c1NC(=O)N1CCC(O)(c2ccc3c(c2)OCO3)CC1 the results were FBW7 act 0.0, TEAD-YAP inh 3, MITF primary 15 and GPR151 ag 0.2.
Cc1cc(S(=O)(=O)N(CCc2ccccc2)Cc2ccccc2)ccc1-n1cnnn1 was read as FBW7 act -0.1, TEAD-YAP inh -5, MITF primary 8 and GPR151 ag -0.6.
For CC(C)(CNC(=O)CCc1nnc(CCc2c[nH]c3ccccc23)o1)N1CCOCC1 the results were FBW7 act 0.4, TEAD-YAP inh 4, MITF primary 11 and GPR151 ag -1.3.
`CC1CC(C)CN(CCC(=O)Nc2ccc(F)c(F)c2)C1` (centres undefined) gave FBW7 act 0.8, TEAD-YAP inh -7, MITF primary 7 and GPR151 ag -0.6.
`C=CCC(c1ccncc1)/[N+]([O-])=C\c1ccccc1` (centres undefined) gave FBW7 act 0.0, TEAD-YAP inh -2, MITF primary 15 and GPR151 ag 1.0.
`FC(F)(F)c1cccc(-c2cnnc(NCCn3cccn3)n2)c1` gave FBW7 act -0.1, TEAD-YAP inh -2, MITF primary 6 and GPR151 ag 2.0.
`CCn1c(=O)cc(OCC(=O)NCCCN2CCCC2=O)c2ccccc21` gave FBW7 act 0.3, TEAD-YAP inh -6, MITF primary 9 and GPR151 ag 0.1.
`CCN(CC)c1nc(C)nc2sc(C(=O)NC3CCCCCC3)c(C)c12` gave FBW7 act 0.0, TEAD-YAP inh -10, MITF primary -8 and GPR151 ag 0.4.
For O=C(Nc1nnc(C2CC2)s1)c1ccccc1[N+](=O)[O-] the results were FBW7 act 0.1, TEAD-YAP inh -16, MITF primary 3 and GPR151 ag -1.4.

Copied from the results shown, ten compounds:
Screening COc1cc(C(=O)Nc2ccc(Br)cn2)cc(OC)c1OC returned FBW7 act 0.2, TEAD-YAP inh 1, MITF primary 19 and GPR151 ag 0.5.
For Cc1cccc(C)c1NC(=O)N1CCC(O)(c2ccc3c(c2)OCO3)CC1 the results were FBW7 act 0.0, TEAD-YAP inh 3, MITF primary 15 and GPR151 ag 0.2.
Cc1cc(S(=O)(=O)N(CCc2ccccc2)Cc2ccccc2)ccc1-n1cnnn1 was read as FBW7 act -0.1, TEAD-YAP inh -5, MITF primary 8 and GPR151 ag -0.6.
For CC(C)(CNC(=O)CCc1nnc(CCc2c[nH]c3ccccc23)o1)N1CCOCC1 the results were FBW7 act 0.4, TEAD-YAP inh 4, MITF primary 11 and GPR151 ag -1.3.
`CC1CC(C)CN(CCC(=O)Nc2ccc(F)c(F)c2)C1` (centres undefined) gave FBW7 act 0.8, TEAD-YAP inh -7, MITF primary 7 and GPR151 ag -0.6.
`C=CCC(c1ccncc1)/[N+]([O-])=C\c1ccccc1` (centres undefined) gave FBW7 act 0.0, TEAD-YAP inh -2, MITF primary 15 and GPR151 ag 1.0.
`FC(F)(F)c1cccc(-c2cnnc(NCCn3cccn3)n2)c1` gave FBW7 act -0.1, TEAD-YAP inh -2, MITF primary 6 and GPR151 ag 2.0.
`CCn1c(=O)cc(OCC(=O)NCCCN2CCCC2=O)c2ccccc21` gave FBW7 act 0.3, TEAD-YAP inh -6, MITF primary 9 and GPR151 ag 0.1.
`CCN(CC)c1nc(C)nc2sc(C(=O)NC3CCCCCC3)c(C)c12` gave FBW7 act 0.0, TEAD-YAP inh -10, MITF primary -8 and GPR151 ag 0.4.
For O=C(Nc1nnc(C2CC2)s1)c1ccccc1[N+](=O)[O-] the results were FBW7 act 0.1, TEAD-YAP inh -16, MITF primary 3 and GPR151 ag -1.4.

Additional structures
For CCCCCNc1nc(=S)[nH]c2cc(OC)c(OC)cc12 the results were FBW7 act 0.1, TEAD-YAP inh 1, MITF primary 11 and GPR151 ag -0.2.
For COc1cc(C(=O)Nc2c(C)n(C)n(-c3ccccc3)c2=O)ccc1OCc1ccccc1Cl the results were FBW7 act 0.0, TEAD-YAP inh 3, MITF primary 13 and GPR151 ag -0.3.
Cc1nc(SCC(=O)Nc2ccc(F)c(F)c2F)nc(C)c1C was read as FBW7 act 0.0, TEAD-YAP inh -1, MITF primary -1 and GPR151 ag -0.6.
`CCOC(=O)C1=CN(c2ccc(OCC)cc2)C=C(C(=O)OCC)C1c1ccccc1F` gave FBW7 act 0.0, TEAD-YAP inh 7, MITF primary 0 and GPR151 ag 0.3.
`NC(=O)C1Cc2ccccc2N1C(=O)/C=C\c1ccc2c(c1)OCO2` (centres undefined) gave FBW7 act 0.7, TEAD-YAP inh -6, MITF primary 25 and GPR151 ag -0.5.
For Cc1nc2c(C(=O)NCc3cccnc3)cnn2c(C)c1Cc1ccccc1 the results were FBW7 act 0.1, TEAD-YAP inh 4, MITF primary 7 and GPR151 ag -0.3.
COc1ccccc1NC(=O)c1c(NCc2ccc(C)o2)sc2c1CCC(C)C2 (centres undefined) was read as FBW7 act -0.2, TEAD-YAP inh 0, MITF primary 1 and GPR151 ag 2.6.
Cc1ccc(CNc2ccc3ncc(-c4cccc(CO)c4)n3n2)c(C)c1 was read as FBW7 act 0.4, TEAD-YAP inh 30, MITF primary 14 and GPR151 ag 1.1.
CC1=NN(C(=O)c2ccccc2N/C(C)=C/C(=O)C(F)(F)F)C(O)(C(F)(F)F)C1 (centres undefined) was read as FBW7 act 0.1, TEAD-YAP inh -44, MITF primary 8 and GPR151 ag -0.4.
Screening CC(=O)c1ccc(N2C(=O)C3C4C=CC(CC4)C3C2=O)cc1 (centres undefined) returned FBW7 act 0.0, TEAD-YAP inh 4, MITF primary 13 and GPR151 ag -1.6.
`CCOC(=O)C1=C(C)NC(C)=C(C(=O)OC)C1c1ccc(Cl)c(Cl)c1` (centres undefined) gave FBW7 act 0.3, TEAD-YAP inh -6, MITF primary -11 and GPR151 ag 0.2.
Screening COc1ccc(CNC(=O)CN2CCN(Cc3ccccc3F)C2=O)cc1 returned FBW7 act -0.2, TEAD-YAP inh -10, MITF primary -9 and GPR151 ag -0.7.
`CCCN(C(=O)c1cccs1)c1nnc(-c2ccncc2)s1` gave FBW7 act -0.1, TEAD-YAP inh -14, MITF primary -12 and GPR151 ag -0.7.
`CCOc1ccc(-n2cc(C(=O)Nc3ccc(F)cc3)c3cc(OC)c(OC)cc3c2=O)cc1` gave FBW7 act 0.4, TEAD-YAP inh -4, MITF primary -3 and GPR151 ag -0.2.
O=[N+]([O-])c1ccc(N2CCN(c3ncnc4c3c(-c3ccccc3)cn4-c3ccccc3)CC2)cc1 was read as FBW7 act -0.1, TEAD-YAP inh 6, MITF primary -2 and GPR151 ag -0.6.
`CCOC(=O)Cn1c2ccccc2n2cc(-c3cccc([N+](=O)[O-])c3)cc12` gave FBW7 act 0.1, TEAD-YAP inh -10, MITF primary 2 and GPR151 ag 0.3.
For CC1CCCN(CC(O)COc2ccc3c(c2)OCO3)C1 (centres undefined) the results were FBW7 act -0.1, TEAD-YAP inh 6, MITF primary -6 and GPR151 ag -0.5.
CCOc1ccccc1NC(=O)N1CCCC1C(=O)Nc1cccc(NC(C)=O)c1 (centres undefined) was read as FBW7 act 0.0, TEAD-YAP inh -18, MITF primary -2 and GPR151 ag -0.7.
Screening CCOC(=O)c1ccc(OCC2c3cc(OC)c(OC)cc3CCN2C(=O)c2cccc(OC)c2OC)cc1 (centres undefined) returned FBW7 act 0.0, TEAD-YAP inh -13, MITF primary 13 and GPR151 ag -1.1.
O=C(CCCOc1ccccc1)NNC(=O)c1ccc2c(=O)n3c(nc2c1)CCCCC3 was read as FBW7 act -0.1, TEAD-YAP inh -3, MITF primary 6 and GPR151 ag 0.3.
`CCOC(=O)C(=O)Nc1nc(-c2ccc3c(c2)CCN3C(=O)C2CC2)cs1` gave FBW7 act 0.2, TEAD-YAP inh -8, MITF primary 8 and GPR151 ag -0.9.
Screening CC#CC(=O)N1CCc2c(C(=O)OC)c(OC(C)C)cc(=O)n2CC1 returned FBW7 act 0.0, TEAD-YAP inh 6, MITF primary 7 and GPR151 ag 1.5.
CCOc1ccc(N2C(=O)C3C4c5ccccc5C(C(C)=O)(c5ccccc54)C3C2=O)cc1 (centres undefined) was read as FBW7 act -0.1, TEAD-YAP inh -5, MITF primary -1 and GPR151 ag 0.8.
`COc1ccccc1C(C)NC(=O)c1ccccc1Br` (centres undefined) gave FBW7 act -0.2, TEAD-YAP inh 15, MITF primary -11 and GPR151 ag 1.3.
CCCCCCNC(=O)c1ccccc1I was read as FBW7 act 0.0, TEAD-YAP inh -26, MITF primary -5 and GPR151 ag 1.0.
`CCOc1ccc(/C=C2/SC(=S)NC2=O)cc1OC` gave FBW7 act -0.2, TEAD-YAP inh -42, MITF primary 4 and GPR151 ag -0.6.
Screening CCNS(=O)(=O)c1cccc(S(=O)(=O)c2ccc(Cl)cc2)c1 returned FBW7 act 0.8, TEAD-YAP inh 19, MITF primary 8 and GPR151 ag 0.3.
COc1cc(NC(=O)COc2ccccc2)ccc1N1CCCCC1=O was read as FBW7 act -0.3, TEAD-YAP inh -3, MITF primary -7 and GPR151 ag -0.7.
`CCCOc1ccc(/C=N/NC(=O)CN(c2ccc(OCC)cc2)S(C)(=O)=O)cc1` gave FBW7 act 0.1, TEAD-YAP inh 0, MITF primary -4 and GPR151 ag -0.7.
For O=C(CNC(=O)c1ccc(Cl)cc1Cl)NNC(=O)c1ccccc1F the results were FBW7 act 0.0, TEAD-YAP inh -3, MITF primary -10 and GPR151 ag -0.6.
Fc1cccc(-c2nnc3ccc(SCc4cccnc4)nn23)c1 was read as FBW7 act 0.4, TEAD-YAP inh -13, MITF primary -4 and GPR151 ag -0.6.
Screening CCc1ccc(CNC(=O)C2CCN(c3nnc(N4CCCC4=O)s3)CC2)cc1 returned FBW7 act -0.1, TEAD-YAP inh 10, MITF primary 7 and GPR151 ag -0.3.
Screening CCSc1nnc(NC(=O)CCc2ccc(OC)cc2)s1 returned FBW7 act -0.1, TEAD-YAP inh 11, MITF primary -4 and GPR151 ag -1.4.
For Cc1ccc(N=C2NC(=O)/C(=C\c3ccc(N(C)C)cc3)S2)cc1 the results were FBW7 act -0.1, TEAD-YAP inh -7, MITF primary -2 and GPR151 ag 1.5.
For CC(NC(=O)C1CC1)c1nnc2n1CCN(CC1CCCCC1)CC2 (centres undefined) the results were FBW7 act 0.1, TEAD-YAP inh 4, MITF primary 0 and GPR151 ag 1.8.
For CCCC(C)C(=O)Nc1ccccc1C(=O)N1CCOCC1 (centres undefined) the results were FBW7 act -0.1, TEAD-YAP inh 6, MITF primary 1 and GPR151 ag 1.0.
Screening CCC(C)(C)C(=O)Nc1cccc(Cl)c1 returned FBW7 act 0.0, TEAD-YAP inh -8, MITF primary 0 and GPR151 ag 0.4.
For COc1ccc(OCCOc2ccc(C)cc2[N+](=O)[O-])cc1 the results were FBW7 act 0.4, TEAD-YAP inh -55, MITF primary 11 and GPR151 ag 0.8.
Screening C(=N\Nc1ncnc2sc3c(c12)CCC3)/c1ccccn1 returned FBW7 act 0.5, TEAD-YAP inh -10, MITF primary 20 and GPR151 ag -0.6.
CCOC(=O)N1CCC(NC(=O)CCS(=O)(=O)c2ccc3c(c2)OCC(=O)N3)CC1 was read as FBW7 act 0.0, TEAD-YAP inh -2, MITF primary -4 and GPR151 ag 0.4.
For CC(Sc1ncnc2c1c(-c1ccccc1)cn2-c1cccc(F)c1)c1ccccc1 (centres undefined) the results were FBW7 act 0.1, TEAD-YAP inh -20, MITF primary 13 and GPR151 ag -0.9.
Screening CC(/C=C/c1ccc2c(c1)OCO2)=N\NC(=O)c1cc(Cl)ccc1O returned FBW7 act 0.1, TEAD-YAP inh -33, MITF primary -8 and GPR151 ag -1.7.
`O=C(C1=C(O)C(=O)N(c2ncc(S(=O)(=O)c3ccc([N+](=O)[O-])cc3)s2)C1c1ccc(F)cc1)c1ccco1` (centres undefined) gave FBW7 act 0.0, TEAD-YAP inh 6, MITF primary 5 and GPR151 ag -1.3.
Cc1c(Cl)cccc1N1C(=O)C2C3c4ccccc4C(c4ccccc43)C2C1=O (centres undefined) was read as FBW7 act 0.0, TEAD-YAP inh -10, MITF primary -1 and GPR151 ag 0.3.
Screening CCOC(=O)CCC(=O)Nc1ccc(C(=O)OCC)cc1 returned FBW7 act 0.5, TEAD-YAP inh -3, MITF primary 3 and GPR151 ag 1.1.

From PubChem BioAssay
